High-throughput results (PubChem BioAssay)
hgDAF12 agonist: agonists of H. glycines DAF-12 nuclear receptor; hit rate 1.8% among 370,000; activation, % at 6.8 µM; AID 687014; HEK293 GAL4-hgDAF12 UAS-luciferase reporter, agonist luminescence; normalized to butyrate control;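 active = activation above a cutoff set at the mean of all screened compounds plus 3 SD, cut at about 10% in these data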;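 also: 0% = DMSO wells and 100% = sodium butyrate wells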
hcDAF-12 act: activators of H. contortus DAF-12 nuclear receptor. AID 652067. HEK293 hcDAF-12 lit1-tk-luc reporter, luminescence; 0% DMSO, 100% Δ7-dafachronic acid. activation, % at 6.8 µM. hit rate 1.4% among 370,000;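 active = activation above the mean of all tested compounds plus 3 SD, cut at about 5.5% in these data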;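 also: 100% = response to 3 µM Δ7-dafachronic acid high control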
DAX1 inh-1: DAX1 (NR0B1) inhibition, primary screen | HEK293T StAR-luciferase reporter, SF-1/DAX-1 repression relief | inhibition, % at 6.8 µM | hit rate 1.1% among 370,000 | AID 652010;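 active = inhibition above the mean over all tested compounds plus 3 SD, cut at about 3.6% in these data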;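 also: 0% = DAX-1 cells with DMSO and 100% = cells lacking DAX-1 with DMSO; higher inhibition means more luminescence from relief of DAX-1 repression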
ADAM17 inh: inhibitors of human ADAM17; inhibition, % at 6.95 µM; recombinant ADAM17, EDANS/DABCYL FRET peptide cleavage; hit rate 0.83% among 370,000;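 active = inhibition above the mean of compounds lying between control limits plus 3 SD, set per campaign, cut at about 8.5% in these data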;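 also: 0% = DMSO-only wells as the low control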
Target sequence (P78536 215-824 limits assumed): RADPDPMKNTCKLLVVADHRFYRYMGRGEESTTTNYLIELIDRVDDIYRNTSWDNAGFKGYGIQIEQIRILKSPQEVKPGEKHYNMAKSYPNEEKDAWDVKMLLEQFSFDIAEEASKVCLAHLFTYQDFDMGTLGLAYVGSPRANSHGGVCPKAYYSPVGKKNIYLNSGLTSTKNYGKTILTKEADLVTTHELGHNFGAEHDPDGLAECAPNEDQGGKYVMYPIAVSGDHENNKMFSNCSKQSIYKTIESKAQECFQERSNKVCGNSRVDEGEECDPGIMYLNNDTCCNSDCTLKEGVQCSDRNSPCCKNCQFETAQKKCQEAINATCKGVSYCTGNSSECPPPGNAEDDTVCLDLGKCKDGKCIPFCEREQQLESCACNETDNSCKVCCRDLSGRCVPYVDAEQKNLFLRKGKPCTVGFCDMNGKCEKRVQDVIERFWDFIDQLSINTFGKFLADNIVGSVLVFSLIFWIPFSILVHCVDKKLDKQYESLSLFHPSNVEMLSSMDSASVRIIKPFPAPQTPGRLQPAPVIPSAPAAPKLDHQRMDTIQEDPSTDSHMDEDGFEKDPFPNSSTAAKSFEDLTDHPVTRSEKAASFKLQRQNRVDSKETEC
ssDAF12 agonist: S. stercoralis DAF-12 activation, primary screen. HEK293 ssDAF-12/GRIP1 lit1-tk-luc reporter, luminescence; % of 3 µM dafachronic acid response. activation, % at 6.8 µM. hit rate 1% among 370,000. AID 652126;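 active = activation above the mean over all tested compounds plus 3 SD, cut at about 0.9% in these data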;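 also: 0% = DMSO-only wells and 100% = 3 µM delta7-dafachronic acid wells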
MBD2 DNA inh: inhibitors of human MBD2 binding to methylated oligonucleotide; TR-FRET; inhibition, % at 4.4 µM; hit rate 0.31% among 370,000; in the data active = inhibition above about 13%
SMARCA2 act: increases SMARCA2 function in MMTV reporter cells; MG213 cells, MMTV-luciferase reporter, dexamethasone, overnight; activation, % at 9.1 µM; hit rate 1% among 370,000; in the data active = activation above about 7.8%;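 also: 0% = vehicle wells and 100% = reference activator wells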
DAX1 inh-2: inhibits human nuclear receptor DAX1. P51843. HEK293 Gal4-DAX1 luciferase reporter, luminescence. inhibition, % at 6.75 µM. hit rate 0.99% among 340,000. AID 504766;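 active = inhibition above the mean over all tested compounds plus 3 SD, cut at about 4.2% in these data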;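 also: 0% = DAX1-transfected cells with DMSO and 100% = empty-vector control cells with DMSO; inhibition shows as a rise in luminescence from relieved DAX1 repression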
Target sequence (P51843 207-470 limits assumed): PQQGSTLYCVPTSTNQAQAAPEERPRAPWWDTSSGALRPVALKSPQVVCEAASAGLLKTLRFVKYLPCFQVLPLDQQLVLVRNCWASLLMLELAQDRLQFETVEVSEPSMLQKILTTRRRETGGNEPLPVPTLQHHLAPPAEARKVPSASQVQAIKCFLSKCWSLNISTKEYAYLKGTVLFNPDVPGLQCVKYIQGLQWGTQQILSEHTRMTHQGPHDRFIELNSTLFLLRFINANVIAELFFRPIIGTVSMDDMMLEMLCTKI
PLC-beta3 inh: blocks human PLC-beta3 enzyme activity. Q01970. Purified PLC-beta3, fluorogenic substrate, fluorescence. inhibition, % at 12.2 µM. hit rate 0.18% among 370,000. AID 720704; in the data active = inhibition above about 11%;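 also: 0% = median of compound wells on plate and 100% = full blocker control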
Rev-erbA mod: modulators of human Rev-erb alpha DNA binding; P20393; Rev-erbα–FITC-DNA binding, fluorescence polarization, 90 min; activity, % at 10 µM; hit rate 0.79% among 370,000; AID 1259318;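 active = activity above about 14%, limit read from the data; passing the limit was not always enough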;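 also: 0% = DMSO wells with 35 nM protein and 100% = DMSO wells with 750 nM protein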
PLC-gamma1 inh: blocks human PLC-gamma1 enzyme activity. inhibition, % at 12.2 µM. hit rate 0.84% among 370,000. P19174. AID 720700. purified PLC-gamma1, fluorogenic substrate, fluorescence; in the data active = inhibition above about 9.5%
Numbers without * were called inactive; . = no result given.

cpd	SMILES	hgDAF12 agonist	hcDAF-12 act	DAX1 inh-1	ADAM17 inh	ssDAF12 agonist	MBD2 DNA inh
1	COc1ccc(CCNCC(O)Cn2ccc3ccccc32)cc1OC (stereo not drawn)	-1.5	-0.6	0.0	-4.1	-1.3	1.2
2	CCOc1ccccc1/C=N/NC(=O)c1cccc(Cl)c1	7.4	-0.4	0.9	2.1	-0.6	0.4
3	COCCn1c(-c2ccc3ccccc3c2)nc2c1c(=O)[nH]c(=O)n2CC(C)C	-0.7	-1.5	-0.2	-27.2	-1.1	-5.1
4	O=C1CCC(C(=O)OC(C(=O)Nc2cc(Cl)cc(Cl)c2)c2ccccc2)=NN1 (stereo not drawn)	1.7	1.2	-1.4	2.6	-1.0	4.7
5	COc1ccc(C(=O)COC(=O)c2cc3ccccc3oc2=O)c(OC)c1	-1.4	0.0	1.4	-6.6	-0.5	-1.3
6	CCNc1sc(C(=O)OCC)c(N)c1C#N	1.7	0.6	1.3	0.6	-1.8	0.8
7	CC1CCN(S(=O)(=O)c2cccc(S(=O)(=O)N3CCOCC3)c2)CC1	0.1	-1.9	0.0	-2.4	-1.3	1.1
8	COCCNC(=O)C(=O)NCC1OCCN1S(=O)(=O)c1ccc2c(c1)OCCO2 (stereo not drawn)	-1.0	-2.6	-0.3	2.9	-1.7	-5.6
9	CC(=O)NC(CCS(C)(=O)=O)C(=O)Nc1cc(Cl)ccc1Cl (stereo not drawn)	3.8	-2.8	0.8	-5.2	-1.2	0.3
10	CS(=O)(=O)c1ccc(C(=O)Nc2ccc(N3CCOCC3)cc2)c(Cl)c1	1.6	0.1	0.7	-1.3	-0.8	5.8
11	CCc1ccc(CN(C)C(=O)c2cc(COc3cccc(C(F)(F)F)c3)on2)nc1	0.5	-1.0	-1.8	0.7	-1.2	-0.5
12	CCOc1cc(/C=N/NC(=O)c2ccc(NC(=O)C3CC3)cc2)ccc1O	-1.8	2.8	-2.2	-0.4	-0.7	-4.4
13	COc1ccccc1C(=O)Nc1cc(C)on1	3.0	2.3	1.0	2.0	0.2	-6.0
14	COc1ccc(S(=O)(=O)N2CCC(C(=O)N3CCCCCC3)CC2)cc1	-1.6	-2.3	1.0	3.2	-1.6	-1.2
15	CC(CC(=O)Nc1cc([N+](=O)[O-])ccc1Cl)c1ccccc1 (stereo not drawn)	1.9	-0.3	-0.9	-4.5	-1.2	1.6

cpd	SMARCA2 act	DAX1 inh-2	PLC-beta3 inh	Rev-erbA mod	PLC-gamma1 inh
1	-2.6	-0.7	-4.3	-1.6	-1.2
2	3.6	0.2	0.3	-6.7	-0.2
3	-2.3	4.0	-20.2	0.5	-10.7
4	-2.4	-0.4	-6.5	5.8	2.3
5	0.0	-0.5	-9.2	1.2	-3.3
6	1.8	2.5	1.5	-1.7	1.3
7	-1.6	-1.6	-1.4	5.0	-2.5
8	-2.9	-2.0	-1.5	-1.0	4.3
9	0.6	3.1	1.4	-1.9	-0.4
10	-0.5	2.1	0.1	-1.2	2.5
11	-1.8	-0.1	-6.0	1.1	-1.6
12	-4.2	-0.3	-61.6	2.9	-59.8
13	5.8	2.1	-2.8	6.7	7.4
14	0.2	0.4	6.5	6.8	6.9
15	-2.9	-0.6	1.5	-0.1	-3.4

Continued; it opens with the 2 that closed the last part.
cpd	SMILES	hgDAF12 agonist	hcDAF-12 act	DAX1 inh-1	ADAM17 inh	ssDAF12 agonist	MBD2 DNA inh
14	COc1ccc(S(=O)(=O)N2CCC(C(=O)N3CCCCCC3)CC2)cc1	-1.6	-2.3	1.0	3.2	-1.6	-1.2
15	CC(CC(=O)Nc1cc([N+](=O)[O-])ccc1Cl)c1ccccc1 (stereo not drawn)	1.9	-0.3	-0.9	-4.5	-1.2	1.6
16	Cc1ccc2[nH]c3c(c2c1)CN(C(=O)CN1CCSCC1)CC3	-2.2	0.2	0.1	-10.1	-1.1	-2.5
17	O=C(NCc1ccc2c(c1)OCO2)C1COc2ccccc2O1 (stereo not drawn)	4.6	0.7	1.0	8.2	-0.9	-0.7
18	CN(CC(=O)Nc1c(Cl)cccc1Cl)C(=O)c1cc(-c2cccs2)nn1-c1ccccc1	-0.7	1.3	-0.4	1.5	-0.6	0.1
19	Cc1cc(C)c2[nH]c(=O)c(CN(Cc3ccc4c(c3)OCO4)Cc3nnnn3C3CCCC3)cc2c1	1.2	-3.0	-1.1	-3.2	-1.1	-0.2
20	CCn1cc(/C=C(\NC(=O)c2cc(OC)c(OC)c(OC)c2)C(=O)NCCN2CCOCC2)c2ccccc21	-0.5	0.8	0.1	-1.5	-1.1	-3.7
21	Cn1ccc(C(=O)N2CCCc3ccccc32)n1	1.7	0.3	-0.3	-3.3	-1.1	-0.5
22	CSCc1ccc(C(=O)NCC(c2cccs2)N2CCOCC2)cc1 (stereo not drawn)	1.6	1.8	1.7	-1.9	-0.5	-3.5
23	CS(=O)Cc1cc(Sc2ccccc2)nc(-c2cccnc2)n1 (stereo not drawn)	-3.5	-1.4	-0.3	-0.7	-1.3	-4.8
24	N#Cc1c2n(c3c(=O)n(Cc4ccc(Cl)cc4)cnc13)CCCC2	-1.3	1.0	0.6	-4.4	-0.9	2.3
25	Cc1cc(NC(=O)CCn2c(=O)sc3ccccc32)no1	2.1	0.1	0.3	3.6	-0.7	-1.1
26	C=CCOC(=O)C1=C(C)NC(SCC(=O)Nc2ccc(C)c(Cl)c2)=C(C#N)C1c1ccco1 (stereo not drawn)	-1.4	-1.4	-0.8	-1.0	-0.8	-2.9
27	CCOc1ccc(/C=C/C(=O)Nc2ccc(OC)cc2[N+](=O)[O-])cc1	3.1	1.8	-0.4	5.4	-1.1	-6.0
28	O=C(COc1cccc(-n2cnnn2)c1)N1CCOCC1	-0.6	1.0	0.2	-2.4	-1.8	-6.5
29	O=C(O)c1ccc(C2(c3ccc(C(=O)O)cc3)OC(=O)c3ccccc32)cc1	-0.6	-0.7	0.1	4.1	-0.9	0.0
30	COc1ccc(-c2nc3ccccc3s2)cc1NC(C)=O	19.1*	9.6*	8.9*	-57.2	0.4	0.1

cpd	SMARCA2 act	DAX1 inh-2	PLC-beta3 inh	Rev-erbA mod	PLC-gamma1 inh
14	0.2	0.4	6.5	6.8	6.9
15	-2.9	-0.6	1.5	-0.1	-3.4
16	2.2	.	-223.0	4.5	-177.3
17	1.7	0.7	4.9	-3.2	10.8*
18	-4.8	0.1	-7.6	-6.2	-1.4
19	4.6	-0.2	0.3	0.2	1.6
20	-0.9	0.4	-9.7	-3.0	-1.5
21	0.3	1.7	2.6	5.8	2.8
22	1.2	0.6	0.1	-1.4	2.3
23	-0.5	-0.1	-0.2	3.5	2.5
24	-0.6	-0.2	1.2	3.6	1.4
25	2.1	-0.4	2.3	-5.7	7.8
26	-0.2	0.5	-2.7	3.1	-2.5
27	0.8	0.1	10.8*	6.5	7.3
28	6.1	2.3	-1.1	1.0	-1.6
29	1.8	3.9	-10.6	3.9	2.8
30	9.7*	2.0	-34.8	8.3	-24.0

Next records.
cpd	SMILES	hgDAF12 agonist	hcDAF-12 act	DAX1 inh-1	ADAM17 inh	ssDAF12 agonist	MBD2 DNA inh
31	Cc1cc(OCC(O)CNC(C)(C)C)ccc1Cl (stereo not drawn)	3.6	-0.2	0.2	-4.3	-0.5	-2.4
32	COc1ccc2[nH]cc(CCNC(=O)Cc3c(F)cccc3Cl)c2c1	-0.5	-0.1	-0.1	-7.0	-1.6	2.7
33	Cc1c(Cl)cccc1NC(=O)CCN1C(=O)C2CC=CCC2C1=O (stereo not drawn)	1.1	0.3	-0.7	-1.7	-1.2	0.2
34	O=C1CCC(C(=O)N2CCSCC2)CN1Cc1ccc(Cl)cc1 (stereo not drawn)	0.4	0.4	-0.9	-1.7	-0.9	-1.7
35	O=C(c1ccc([N+](=O)[O-])c(CS(=O)(=O)c2ccc(Cl)cc2)c1)N1CCCCC1	1.4	-0.9	-0.5	0.5	-1.3	-1.0
36	Cc1c(C(=O)OCC(=O)N2CCC(C)CC2)oc2ccccc12	2.8	0.2	1.5	-3.3	-0.9	0.4
37	CNC(=O)C1(C)C=CC2(CCCCC2)N1C(=O)OC (stereo not drawn)	-1.2	0.3	-0.5	-3.7	-1.4	4.3
38	COc1cc(NC(=O)CS(=O)(=O)c2ccccc2)cc(OC)c1OC	0.2	-0.8	0.2	-1.8	-0.2	8.5
39	CCOc1ccc(N(C(C)C(=O)Nc2cccnc2)S(C)(=O)=O)cc1 (stereo not drawn)	1.2	-0.1	-0.1	2.3	-0.9	-2.4
40	O=C(Cn1c(=O)oc2ccccc21)NCc1ccco1	-1.8	-1.1	0.0	1.6	-1.1	-4.0
41	O=C(N=Nc1c(O)n(Cc2ccccc2)c2ccccc12)c1ccncc1	0.3	-1.5	-0.3	-4.7	-1.2	10.1

cpd	SMARCA2 act	DAX1 inh-2	PLC-beta3 inh	Rev-erbA mod	PLC-gamma1 inh
31	-2.7	.	0.6	-2.2	0.9
32	-1.2	0.7	-11.9	-2.1	-1.6
33	-2.1	-0.1	-3.8	-0.5	-2.0
34	-0.5	0.7	-1.5	-2.2	1.0
35	-0.3	-0.6	4.4	-6.6	4.2
36	9.2*	-1.3	-1.4	4.9	2.4
37	1.4	-0.8	-2.4	6.7	2.2
38	-1.1	-0.9	-1.5	-4.2	4.8
39	-5.0	-1.6	4.4	3.3	0.6
40	0.1	2.5	4.4	-1.5	2.0
41	-0.9	-0.7	-7.5	-3.1	0.7

Just DAX1 inh-2, ssDAF12 agonist and PLC-gamma1 inh, for 5 of the compounds above:
| nr | compound | DAX1 inh-2 | ssDAF12 agonist | PLC-gamma1 inh |
| --- | --- | --- | --- | --- |
| 27 | CCOc1ccc(/C=C/C(=O)Nc2ccc(OC)cc2[N+](=O)[O-])cc1 | 0.1 | -1.1 | 7.3 |
| 36 | Cc1c(C(=O)OCC(=O)N2CCC(C)CC2)oc2ccccc12 | -1.3 | -0.9 | 2.4 |
| 32 | COc1ccc2[nH]cc(CCNC(=O)Cc3c(F)cccc3Cl)c2c1 | 0.7 | -1.6 | -1.6 |
| 6 | CCNc1sc(C(=O)OCC)c(N)c1C#N | 2.5 | -1.8 | 1.3 |
| 31 | Cc1cc(OCC(O)CNC(C)(C)C)ccc1Cl (stereo not drawn) | . | -0.5 | 0.9 |
